# PriA SSB inh – inhibitors of Klebsiella pneumoniae PriA binding to SSB C-terminal tail; inhibition, % at 33 µM; 430,000 compounds, 0.6% hits; AlphaScreen SSBct-PriA binding, biotinylated peptide; AID 1272365; in the data active means inhibition mostly above about 37%, no sharp cut-off; inactive means mostly below about 20%;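 further: plate controls were negative control peptide for no effect and reference peptide for full effect; strong numbers were not always called active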
# MazF activator – MazEF (E. coli) toxin RNase activation; activation, % at 20 µM; FAM/BHQ RNA-DNA oligo cleavage fluorescence, 5 h; 350,000 compounds, 0.32% hits; AID 504720; P0AE70; in the data active means activation above about 50%
# Target sequence (P0AE70 whole entry, looked up): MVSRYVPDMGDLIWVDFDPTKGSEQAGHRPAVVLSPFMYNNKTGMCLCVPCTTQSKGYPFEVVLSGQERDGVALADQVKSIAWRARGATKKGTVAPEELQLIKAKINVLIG
# UGM FP inh – Mtb UDP-galactopyranose mutase inhibition. P9WIQ1. purified UGM, fluorescence polarization probe displacement. inhibition, % at 10 µM. 320,000 compounds, 0.06% hits. AID 504406; in the data active means inhibition above about 10%, passing the limit was not always enough
# Target sequence (P9WIQ1 whole entry, looked up): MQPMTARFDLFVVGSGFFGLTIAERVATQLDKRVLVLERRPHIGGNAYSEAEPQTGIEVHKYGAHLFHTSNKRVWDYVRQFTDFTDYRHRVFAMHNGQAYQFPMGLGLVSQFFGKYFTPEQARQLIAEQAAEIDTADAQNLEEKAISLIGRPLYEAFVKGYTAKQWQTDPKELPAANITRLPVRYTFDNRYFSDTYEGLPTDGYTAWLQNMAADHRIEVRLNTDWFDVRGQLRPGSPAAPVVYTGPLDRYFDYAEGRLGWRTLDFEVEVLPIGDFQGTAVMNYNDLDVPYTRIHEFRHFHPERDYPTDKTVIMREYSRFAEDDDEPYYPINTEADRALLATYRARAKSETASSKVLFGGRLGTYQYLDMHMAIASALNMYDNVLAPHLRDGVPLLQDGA
# GDH-TPI inh – counter-screen for M. tuberculosis FBA inhibitors: GDH-TPI coupled enzymes. GDH-TPI coupled enzyme counterscreen, NADH absorbance. inhibition, % at 4.8 µM. 360,000 compounds, 1.2% hits; in the data active means inhibition above about 30%;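 further: 0% = DMSO wells and 100% = wells lacking the enzyme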
# Rv3671c protease – inhibitors of M. tuberculosis serine protease Rv3671c; P9WHR9; inhibition, % at 5.96 µM; 320,000 compounds, 0.048% hits; AID 2606; in the data active means inhibition above about 38%;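 further: extracellular domain of Rv3671c used as enzyme; 0% = enzyme with DMSO and 100% = no enzyme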
# Mtb FBA inh – inhibits M. tuberculosis FBA enzyme. AID 588726. inhibition, % at 1 µM. P9WQA3. 360,000 compounds, 2.3% hits. purified M. tuberculosis FBA, fluorescence read-out; in the data active means inhibition above about 27%;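 further: 0% = vehicle and 100% = reference inhibitor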
# Target sequence (P9WQA3 whole entry, looked up): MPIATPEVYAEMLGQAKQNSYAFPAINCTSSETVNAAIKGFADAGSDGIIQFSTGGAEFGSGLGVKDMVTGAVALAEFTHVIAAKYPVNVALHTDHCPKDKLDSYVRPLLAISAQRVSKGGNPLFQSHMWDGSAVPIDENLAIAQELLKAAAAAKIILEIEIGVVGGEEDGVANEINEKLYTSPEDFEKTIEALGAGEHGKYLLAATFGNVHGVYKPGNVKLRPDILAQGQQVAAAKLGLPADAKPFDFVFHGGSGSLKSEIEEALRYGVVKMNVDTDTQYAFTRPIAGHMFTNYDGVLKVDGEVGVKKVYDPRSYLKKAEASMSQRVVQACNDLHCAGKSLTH
# 3CLpro inhibitor – SARS-CoV 3CLpro protease inhibition; recombinant SARS-CoV 3CLpro, quenched FRET peptide cleavage; P0C6X7; 290,000 compounds, 0.14% hits; AID 1706; inhibition, % at 6 µM; in the data active means inhibition above about 12%
# BH1578 lux ind – inducers of Vibrio cholerae quorum light production without autoinducers; V. cholerae BH1578 lux reporter, luminescence, 6 h; activation, % at 18.7 µM; 350,000 compounds, 0.16% hits; AID 588436; in the data active means activation mostly above about 9.7%, no sharp cut-off; further: not every result past the cut was called active; inactives centre near 0; reference of the scale not given here
# BioA inh – BioA (M. tuberculosis) enzyme inhibition; purified M. tuberculosis BioA enzyme, plate reader; inhibition, % at 9.99 µM; 360,000 compounds, 0.096% hits; AID 602481; in the data active means inhibition above about 40%
# DUSP3 inh – inhibitors of human VHR1 phosphatase (DUSP3); P51452; recombinant VHR phosphatase, pNPP absorbance; inhibition, % at 13.3 µM; 290,000 compounds, 0.52% hits; AID 1654; in the data active means inhibition above about 50%; further: some compounds called inactive have numbers as strong as hits
# Target sequence (P51452 whole entry, looked up): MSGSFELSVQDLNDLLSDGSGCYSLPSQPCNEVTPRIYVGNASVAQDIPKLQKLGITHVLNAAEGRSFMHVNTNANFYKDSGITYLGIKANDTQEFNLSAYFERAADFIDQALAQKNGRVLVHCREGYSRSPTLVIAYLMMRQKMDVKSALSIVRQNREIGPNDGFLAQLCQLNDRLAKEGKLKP
# * = called active by the depositor; i = inactive; . = not tested or not shown; & = joins results of further samples.
SMILES,PriA SSB inh,MazF activator,UGM FP inh,GDH-TPI inh,Rv3671c protease,Mtb FBA inh,3CLpro inhibitor,BH1578 lux ind,BioA inh,DUSP3 inh
O=C(C1CCN(S(=O)(=O)c2ccc(Cl)s2)CC1)N1CCN(c2ccccc2)CC1,1&7&-5,-2,.,4,.,-2,.,-4.0,0.7,.
COc1ccc(-c2[nH]c3ccccc3c2SCCN)cc1,19,6,-0.4,-11,-3,14,2,-1.0,0.0,-7
O=C(Cn1cc(C(=O)C2CC2)c2ccccc21)NC1CCCC1,-8,5,-0.7,3,0,0,-6,i,0.1,11
COc1cccc(CC2(CO)CCCN(S(=O)(=O)N(C)C)C2)c1 (configuration not stated),-6,7,0.8,-2,-7,-4,2,-0.6,.,3
CN(C)CCCNC(=O)c1cc(C(=O)c2ccc(F)cc2)c[nH]1,-5,3,-0.2,-1,4,-2,6,i,-3.4,17
COc1cccc(-c2cnc(C(O)c3ccc(Cl)c(Cl)c3)[nH]2)c1 (configuration not stated),.,.,.,4,.,-4,.,i,-0.1,.
Cc1ccc(NC(=O)c2ccc(S(=O)(=O)N3CCCC3)cc2)cc1,-1,1,-1.2,11,-4,-3,5,-0.4,0.4,.
COc1ccc(NC(C)=O)cc1S(=O)(=O)Nc1ccc(C(=O)N2CCCC2)cc1,5,0,0.5,3,-7,-1,8,i,.,13
O=C(c1ccc(Br)o1)N1CCN(Cc2ccccc2Cl)CC1,13,-1,1.3,-2,4,-2,2,-0.5,1.0,23
CCc1nnc(NC(=O)CCC(=O)NC2CCCc3ccccc32)s1 (configuration not stated),-15,8,-2.5,-4,-7,4,-6,2.5,.,6
COc1cc(CN2CCNC(=O)C2CC(=O)N(Cc2nccn2C)C(C)C)cc(OC)c1 (configuration not stated),5,8,-0.6,6,4,2,0,i,.,25
CCOC(=O)C(C)Sc1nc2ccccc2c(=O)n1CC1CCCCC1 (configuration not stated),-18,-9,0.6,2,-9,2,0,i,-0.6,-16
COc1ccc(-c2csc(NC(=S)NC(=O)/C=C/c3ccccc3)n2)cc1Br,-4,-16,-2.3,.,16,.,-6,.,.,23
CC(=O)N1CCOc2ccc(S(=O)(=O)NCc3ccccc3Cl)cc21,-6,11,1.0,-7,-12,2,-1,i,.,11
CC(/C=C1\SC(=S)N(NC(=O)c2ccc(O)cc2)C1=O)=C\c1ccccc1,4,6,2.0,9,-14,-3,9,-0.3,.,-4
CCCCOc1ccc(C(=O)Nc2cccc(C)n2)cc1,2&-37,7,1.6,5,-13,17,-1,i,-7.7,21
CCN(c1ccccc1)S(=O)(=O)c1ccc(C(=O)Nc2nnc(-c3ccco3)o2)cc1,-7,-1,0.1,20,-14,-2,5,i,.,4
CCCN(CCC)S(=O)(=O)c1ccc(C(=O)Nc2nnc(CSC)o2)cc1,-9,7,1.0,9,-8,-1,-3,-7.7,-1.0,11
CCCc1cc(=O)oc2cc(OCC(=O)N3C[C@H]4C[C@@H](C3)c3cccc(=O)n3C4)ccc12,5,2,-1.5,28,-1,15,1,-0.3,-0.2,16
CCOc1nc(OCC)c2cnn(C)c2n1,1,2,-1.2,1,-6,-1,-4,-0.5,-0.5,25

# Laid out differently: results already given
Molecule: CCc1nnc(NC(=O)CCC(=O)NC2CCCc3ccccc32)s1 (configuration not stated)
  PriA SSB inh: -15	MazF activator: 8	UGM FP inh: -2.5	GDH-TPI inh: -4	Rv3671c protease: -7	Mtb FBA inh: 4	3CLpro inhibitor: -6	BH1578 lux ind: 2.5	BioA inh: .	DUSP3 inh: 6

Molecule: COc1cc(CN2CCNC(=O)C2CC(=O)N(Cc2nccn2C)C(C)C)cc(OC)c1 (configuration not stated)
  PriA SSB inh: 5	MazF activator: 8	UGM FP inh: -0.6	GDH-TPI inh: 6	Rv3671c protease: 4	Mtb FBA inh: 2	3CLpro inhibitor: 0	BH1578 lux ind: i	BioA inh: .	DUSP3 inh: 25

# The results go on:
SMILES,PriA SSB inh,MazF activator,UGM FP inh,GDH-TPI inh,Rv3671c protease,Mtb FBA inh,3CLpro inhibitor,BH1578 lux ind,BioA inh,DUSP3 inh
COCCNC(C(=O)Nc1ccc([N+](=O)[O-])cc1Br)c1ccccc1 (configuration not stated),35,0,0.2,17,0,2,2,-0.2,.,1
O=C(NCCc1ccccc1F)[C@@H]1CSC2c3ccccc3C(=O)N21 (some centres not stated),-6,-2,1.2,-1,0,6,-4,.,0.1,5
CC1(C)CC(=O)c2cc(C(=O)N3CCN(CCO)CC3)c(=O)n(-c3ccc(Cl)cc3)c2C1,-2,4,-5.9,11,10,-1,1,2.0,-0.5,-33
Cc1c(C(=O)CN2CCN(c3ccccc3)CC2)c2ccccc2n1C,19,1,-2.1,-5,-3,0,-10,-0.1,-0.5,48
CCC(=O)N1CCN=C1SCc1ccccc1,-9,2,-1.0,5,-1,2,1,-0.3,-0.2,12
Cc1cccc(OCCC(=O)Nc2ccc(F)c(F)c2)c1,-19,-4,0.4,-4,-4,2,3,-0.3,2.6,-3
CN1c2ccsc2C(O)=C(C(=S)Nc2ccccc2)S1(=O)=O,-2,-5,2.0,30,3,0,3,4.8,2.1,26
O=C(Nc1cccc(O)c1)C1CCCN1C(=O)OCc1ccccc1 (configuration not stated),-16,5,.,10,-2,2,1,i,-3.7,2
COc1cc(C2NC(=O)NC(C)=C2C(=O)OCC2CCCO2)cc(OC)c1OC (configuration not stated),-13,1,0.0,-1,5,1,1,-6.7,-0.3,15
COc1ccc2c(c1OC)C(=O)N1c3ccccc3N=C(c3ccc([N+](=O)[O-])cc3)CC21 (configuration not stated),-2,2,1.2,10,-7,-3,4,-0.3,.,7
Cc1cccc(NC(=O)COC(=O)CN2C(=O)C3CCCCC3C2=O)c1C (configuration not stated),.,7,.,4,.,1,.,-1.3,-1.9,.
O=C(COc1ccc(Cl)cc1)NCc1nnc(SCC(=O)Nc2ccc(F)cc2F)o1,-7,-6,-1.4,3,-4,1,1,-0.1,.,13
CC(=O)Nc1c2c(nn1-c1ccccc1C)CS(=O)C2 (configuration not stated),-12,-12,-1.8,5,-2,2,2,-0.3,-0.8,7
C=CCn1c(SCc2ccc(C(=O)Nc3ccccc3)cc2)nnc1-c1ccccc1,3,-7,-2.3,0,4,2,-3,-0.2,-1.3,36
CN1C(=O)N(C)c2cccc3cccc1c23,9,2,2.5,-2,-3,0,3,i,0.7,.
CCn1c(=O)cc(SCC(=O)N2CCN(c3ccccn3)CC2)c2ccccc21,-2,-7,.,7,.,0,0,i,-0.3,6
COc1ccc(-c2ccc(N)cn2)cn1,-8,8,-2.1,-5,6,1,.,-0.4,0.1,.
O=C(COC(=O)/C=C/c1nc2ccccc2s1)Nc1ccccc1Oc1ccccc1,-4,0,-1.1,16,-51,3,3,i,.,-1
Cc1ccc(/C=C/c2nnc(-c3cccc(C)c3)o2)cc1,-19,10,-0.1,0,5,0,-2,i,2.9,14
COc1ccc(F)cc1-c1cc(NC=O)c2ncc(-c3cccc(C(F)(F)F)c3)n2c1,.,.,.,11,.,2,.,-4.0,-1.3,.
CCN1CCN(Cc2cc(C(C)(C)C)c(O)c(C(C)(C)C)c2)CC1,.,.,1.8,.,1,.,3,.,.,11
Cc1ccc(C(=O)CC(=O)c2ccc(C)cc2O)cc1,-3,-2,0.3,4,.,0,3,i,0.2,23
COCCNC(=O)c1cc2c(=O)[nH]c3ccccc3c2s1,3,11,-0.9,19,-16,78*,-9,i,1.2,-5
Cc1noc(C)c1COc1ccc(C(=O)NCC2(N(C)C)CCCCC2)cc1,.,16,.,-4,.,-1,.,i,-0.8,.
O=C(NCC1CCCO1)c1cccc(N2C(=O)C3C4C=CC(C4)C3C2=O)c1 (configuration not stated),-4,10,1.2,2,0,0,7,-0.3,0.0,-9
Cc1ccc(/C(O)=C2\C(=O)C(=O)N(Cc3cccnc3)C2c2ccccc2[N+](=O)[O-])cc1 (configuration not stated),.,-12,-0.1,22,-3,-3,-1,-0.3,.,-2
Cc1ccc2cc(CNC(C)(C)C)c(=O)[nH]c2c1,-11,3,0.0,8,-2,4,0,2.4,-1.0,12
COCCn1c(SCC(=O)Nc2cccnc2Cl)nc2cc(Cl)ccc2c1=O,6,7,2.8,6,3,3,.,i,-0.2,.
O=C(Cc1ccccc1)Nc1ncccn1,-14,2,-1.9,-6,-7,2,.,i,-0.8,.
CCC(=O)c1ccccc1OCCSc1nc(C)cc(=O)[nH]1,-2,-7,1.9,7,-11,1,-5,-1.4,0.2,-2
Cc1cc(C)cc(OC(=O)N2CCOCC2)c1,1&-25,1,2.5,1,-1,0,-5,i,-1.6,17
Cc1ccc(C(=O)N2CCCC(N3CCN(c4ccccc4F)CC3)C2)s1 (configuration not stated),5,3,-3.4,1,0,4,-6,i,6.0,45
O=C(NC(=S)NNS(=O)(=O)c1ccccc1)c1ccc([N+](=O)[O-])cc1,-9,5,-2.1,0,10,-3,2,-0.4,.,-1
Cc1ccccc1-n1c(C)nnc1SCC(=O)N(C)C1CCS(=O)(=O)C1 (configuration not stated),-14,8,4.0,0,3,-2,3,0.7,.,9
CCc1ccc(NC(=O)CC2C(=O)N(c3ccc(C)cc3)C(=O)N2CCc2ccncc2)cc1 (configuration not stated),5,0,-1.4,-2,2,2,-3,i,.,-8
O=C(CCc1ccc(O)cc1)c1c(O)cc(O)cc1O[C@@H]1O[C@H](CO)[C@@H](O)[C@H](O)[C@H]1O,0,0,-0.9,33*,-4,2,-3,-3.6,-0.7,13
CN(C)/C=C(\C#N)C(=O)N/N=C/c1ccccc1,.,-3,-1.1,13,-13,-2,2,i,.,14
O=C(Nc1ccc(N2CCN(C(=O)c3ccc(Cl)cc3)CC2)cc1)c1ccc2c(c1)OCCO2,2,3,1.8,13,10,0,-6,i,1.7,12
O=C(Nc1ccc(S(=O)(=O)Nc2ncccn2)cc1)c1ccc2ncsc2c1,-2,-26,2.9,5,2,2,2,i,.,6
CCOC(=O)c1cnn(-c2ccccc2)c1-c1ccncc1,-13,0,-1.4,5,-6,-3,-1,-0.1,6.8,14
N#C/C(C(=O)Oc1ccccc1)=C1/Nc2ccccc2-c2ccccc21,.,-15,.,14,.,6,-4,-0.3,-3.7,23
CCOc1ccccc1NC(=O)C(Sc1ccccc1)c1ccccc1 (configuration not stated),-23,-6,-1.0,-3,-14,6,1,0.6,0.2,17
Cc1cccc(-c2cccc(NC(=O)C3CCCN(C(=O)c4ocnc4C)C3)c2)c1 (configuration not stated),14,-2,3.1,3,-9,4,-2,i,-0.1,14
COc1ccc(NC(=O)N(Cc2cc3ccc(OC)cc3[nH]c2=O)CC2CCCO2)cc1 (configuration not stated),4,5,4.2,7,-6,1,2,0.1,.,22
Cc1ccc(/C=C2/SC(=S)N(CCCC(=O)Nc3ccc(O)cc3)C2=O)cc1,-3,-3,.,9,.,1,4,-0.1,.,-1
CC(=O)Nc1ccc(NC(=O)CSc2nnc(NC(=O)C3CC(=O)N(c4ccccc4)C3)s2)cc1 (configuration not stated),5,3,-0.7,8,-18,0,-2,i,-1.1,14
O=C(CCN1C(=O)C2C3C=CC(C3)C2C1=O)Nc1nccs1 (configuration not stated),-18,6,-1.4,5,-1,-2,-3,i,-3.2,6
O=C(/C=C/c1ccco1)N1CCN(S(=O)(=O)c2ccccc2)CC1,-7,4,-0.2,8,-5,-5,.,0.2,-2.1,.
Cn1c2c(c(=O)n(C)c1=O)C(c1ccc(Br)cc1)C(C#N)=C(N)N2 (configuration not stated),-12,2,-0.4,15,-7,0,-1,i,1.3,-4

# Among those listed so far, 3 have a furan ring, fused or not:
SMILES,PriA SSB inh,MazF activator,UGM FP inh,GDH-TPI inh,Rv3671c protease,Mtb FBA inh,3CLpro inhibitor,BH1578 lux ind,BioA inh,DUSP3 inh
O=C(c1ccc(Br)o1)N1CCN(Cc2ccccc2Cl)CC1,13,-1,1.3,-2,4,-2,2,-0.5,1.0,23
CCN(c1ccccc1)S(=O)(=O)c1ccc(C(=O)Nc2nnc(-c3ccco3)o2)cc1,-7,-1,0.1,20,-14,-2,5,i,.,4
O=C(/C=C/c1ccco1)N1CCN(S(=O)(=O)c2ccccc2)CC1,-7,4,-0.2,8,-5,-5,.,0.2,-2.1,.

# Some of the compounds tested; count on the stated rates, not on these rows.
